# Screening results: PubChem BioAssay, several laboratories
# M1 ag = M1 muscarinic receptor agonists, primary screen, CHO-M1 cells, Fluo-4 calcium, agonist mode; Muscarinic acetylcholine receptor M1; Fluo-4 calcium fluorescence; active compounds read high; B-score at 10 µM; 64,000 compounds, 3% hits;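 active = fluorescence rise, raw or as B-score row- and column-corrected plate score, outside the 99.7% band of its plate's samples, either direction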
# M1 antag = antagonists of rat M1 muscarinic receptor; B-score at 10 µM; CHO-M1 cells, Fluo-4 calcium, ACh EC80 antagonist mode; active compounds read low; 64,000 compounds, 3.4% hits; Muscarinic acetylcholine receptor M1 (Rattus norvegicus), P08482;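 active = calcium fluorescence response, raw or row-and-column corrected B-score, differing from the plate sample mean either way at a set confidence level, mostly lower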
# Fluor 339 460 = intrinsic fluorescence of library compounds, ex339/em460 – biochemical, MLSMR library, data from DPM-DC assay, artefact control, profiling panel. compound autofluorescence, ex339/em460 nm, NADH buffer; active compounds read high; 1 = no-compound wells, NADH background. fluorescence fold increase at 10 µM. 65,000 compounds, 5.5% hits;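 active = at 10 µM, mean starting fluorescence two-fold or more over control wells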;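 also: signal is the first read of a kinetic run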
# NADH coupling = inhibitors of PK/LDH coupling enzymes, profiling panel, artefact control, biochemical, MLSMR library | coupled PK/LDH NADH assays, four targets | IC50, µM (doses to about 10 µM), for the others: top-dose inhibition | 65,000 compounds, 0.02% hits;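 active = single-dose screening hits from any of four coupled enzyme assays that gave an IC50 when retested across doses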;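 also: the DPM-DC format reads NADH fluorescence rather than 340 nm absorbance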
# Hsp90 inh = tumor Hsp90 inhibitors, primary screen, cell lysate, fluorescence polarization, NCI-N417 lysate; Heat shock protein HSP 90-alpha (Homo sapiens), P07900; Cy3B-geldanamycin FP displacement; inhibition, % at 30 µM; 64,000 compounds, 0.35% hits; AID 429, 2006;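 active = inhibition above 50%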;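 also: 0% = tracer plus lysate wells and 100% = tracer alone without lysate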
# D1 mod = D1 CRE-luciferase signal change, two-sided – cell-based, HEK293 D1, dopamine EC30, D1 allosteric modulator project, primary screen; D(1A) dopamine receptor (Homo sapiens), P21728; dopamine EC30 potentiation; actives deviate in either direction; B-score at 10 µM; 58,000 compounds, 5.9% hits; AID 641, 2007;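 active = luminescence count or its row- and column-corrected plate score outside the 99.7% band of the plate's sample wells, on either side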
# Ec RNAP inh = E. coli RNAP inhibitors, biochemical; 62,000 compounds, 0.2% hits; E. coli RNA polymerase, fluorescence transcription assay; AID 559, 2006; DNA-directed RNA polymerase subunit beta (Escherichia coli (strain K12)), P0A8V2; inhibition, %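 (tested at 10 µM)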; in the data active = inhibition above about 20%;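 also: 0% = enzyme without compound and 100% = no enzyme blank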
# 5HT1a ag = human 5-HT1a receptor agonists, primary screen, cell-based, CHO, Ga15 NFAT-bla reporter; 5-hydroxytryptamine receptor 1A (Homo sapiens), P08908; CHO 5-HT1a Ga15 NFAT-bla reporter, FRET ratio; 0% basal, 100% maximal reference agonist; activation, % at 10 µM; 65,000 compounds, 0.56% hits;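 active = activation above the screen-wide mean activation plus 3 SD, cut at about 19% in these data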;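 also: 0% = DMSO wells and 100% = 5-CT at EC100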
# Her2 expr inh = inhibitors of Her2 protein expression, primary screen, SKBR-3 cells, AlphaScreen, 66K library | SKBR-3 HER2 protein level, 18-24 h; active compounds read low | HER2 level % of control, % at 10 µM | 65,000 compounds, 0.69% hits | AID 645, 2007;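 active = HER2 level under 5% of the carrier-only control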;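 also: 100% = DMSO carrier and 0% = 500 nM PU-H71 HSP90 inhibitor; lower value means stronger loss of Her2 protein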
# Target sequence (P04626 whole entry, looked up): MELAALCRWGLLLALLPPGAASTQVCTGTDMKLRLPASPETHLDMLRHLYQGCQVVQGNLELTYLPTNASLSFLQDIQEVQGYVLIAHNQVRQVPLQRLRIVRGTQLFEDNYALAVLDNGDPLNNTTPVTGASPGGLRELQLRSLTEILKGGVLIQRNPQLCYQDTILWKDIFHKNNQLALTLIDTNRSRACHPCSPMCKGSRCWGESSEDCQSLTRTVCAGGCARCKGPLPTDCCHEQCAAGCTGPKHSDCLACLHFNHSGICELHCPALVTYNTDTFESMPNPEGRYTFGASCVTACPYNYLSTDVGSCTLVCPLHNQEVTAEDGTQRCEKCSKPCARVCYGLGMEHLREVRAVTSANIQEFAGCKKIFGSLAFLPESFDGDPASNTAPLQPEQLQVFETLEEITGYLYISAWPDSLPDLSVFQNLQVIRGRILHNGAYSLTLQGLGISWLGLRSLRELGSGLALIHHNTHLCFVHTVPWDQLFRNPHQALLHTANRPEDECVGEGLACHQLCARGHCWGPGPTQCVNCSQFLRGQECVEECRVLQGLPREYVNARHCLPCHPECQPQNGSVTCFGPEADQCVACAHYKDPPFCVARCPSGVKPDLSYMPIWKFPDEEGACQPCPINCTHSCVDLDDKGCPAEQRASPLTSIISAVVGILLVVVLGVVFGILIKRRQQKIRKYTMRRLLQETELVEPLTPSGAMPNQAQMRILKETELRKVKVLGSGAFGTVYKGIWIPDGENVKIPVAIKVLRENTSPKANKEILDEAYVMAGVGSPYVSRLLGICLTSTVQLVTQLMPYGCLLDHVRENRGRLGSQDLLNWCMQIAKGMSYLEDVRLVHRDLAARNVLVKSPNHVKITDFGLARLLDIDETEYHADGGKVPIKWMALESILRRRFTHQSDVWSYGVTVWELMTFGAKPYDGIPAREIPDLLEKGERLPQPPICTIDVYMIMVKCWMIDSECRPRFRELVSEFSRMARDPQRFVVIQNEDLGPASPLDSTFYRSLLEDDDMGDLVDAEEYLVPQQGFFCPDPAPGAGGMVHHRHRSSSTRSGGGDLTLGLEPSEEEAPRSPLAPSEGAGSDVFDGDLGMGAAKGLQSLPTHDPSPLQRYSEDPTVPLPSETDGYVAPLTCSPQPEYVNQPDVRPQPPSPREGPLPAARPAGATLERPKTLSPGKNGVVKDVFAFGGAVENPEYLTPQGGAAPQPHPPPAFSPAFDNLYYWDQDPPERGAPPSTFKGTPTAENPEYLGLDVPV
# Numbers without * were called inactive; · = not tested or not shown; [ ] = another dose, or the depositor's remark.
SMILES,M1 ag,M1 antag,Fluor 339 460,NADH coupling,Hsp90 inh,D1 mod,Ec RNAP inh,5HT1a ag,Her2 expr inh
CCOc1ccc(OCC)c(NC(=O)CSc2nc3cccnc3n2C)c1,1,-1.3,0.99,6%,4,·,8,1.3,91
CCN(CC)CCN1C(=O)C(=O)/C(=C(/O)c2c(C)[nH]c(C(=O)OC)c2C)C1c1cccc(OC)c1 (centres undefined),-0.033,-0.33,1.1,5%,-5,0.11,5,-1.6,129
COc1ccc(Br)cc1CNC(=O)CCc1nc(-c2ccc(C)cc2)no1,-0.46,0.15,1,11%,3,-0.059,3,0.7,91
CN(c1nc(-c2ccccc2)cs1)C1CCS(=O)(=O)C1 (centres undefined),-1.3,-0.72,1.1,3%,-7,1,12,0.7,99
CN(C)c1oc(-c2ccco2)nc1C#N,0.44,0.024,4*,14%[fluoresces],-3,·,-2,0.4,92
CCC(c1nnc(SCCNCCO)n1CCN1CCOCC1)N(C)C (centres undefined),-0.35,-0.97,1.1,13%,1,-0.099,0,-0.9,107
CCc1ccc(N(C(C)=O)C2C=CS(=O)(=O)C2)cc1 (centres undefined),0.56,0.0096,1.1,4%,-1,-0.2,8,2.7,89
Cc1ccc(-n2c(SCc3cc(=O)n4ccsc4n3)nnc2-c2cccnc2)c(C)c1,0.65,0.16,1.1,3%,-2,-0.4,5,2.6,94
COC(=O)C(CCSC)NC(=O)CNC(=O)C1CCCCC1 (centres undefined),-1.3,1,0.95,6%,·,·,5,-3.0,182
CCOC(=O)c1sc(-c2ccc(OC)cc2)cc1N,-0.27,-0.066,1.7,2%,-11,0.44,1,0.1,120
O=C(Nc1cccc(S(=O)(=O)c2cccc(NC(=O)C3CC3)c2)c1)C1CC1,2.8*,0.56,1.1,5%,-3,-0.23,10,0.3,57
C#CCSc1nsc(SCC#C)c1C#N,·,·,1.1,5%,-1,·,7,-1.5,78
CSCCC(NC(=O)CCN1C(=O)c2ccccc2C1=O)C(=O)O (centres undefined),0.61,0.78,1,1%,-3,·,-8,-2.5,107
O=C(Cn1c(=O)oc2ccccc21)N1CCCCC1,0.68,-0.61,1.1,3%,·,0.29,1,-0.9,89
CC(=O)N1CCN(S(=O)(=O)c2ccc(C)cc2)C1C(C)C (centres undefined),-0.45,0.69,1.1,1%,2,-1.3,3,-2.2,103

# Reprinted at random: 2 compounds from above.
SMILES,M1 ag,M1 antag,Fluor 339 460,NADH coupling,Hsp90 inh,D1 mod,Ec RNAP inh,5HT1a ag,Her2 expr inh
CCc1ccc(N(C(C)=O)C2C=CS(=O)(=O)C2)cc1 (centres undefined),0.56,0.0096,1.1,4%,-1,-0.2,8,2.7,89
CCOc1ccc(OCC)c(NC(=O)CSc2nc3cccnc3n2C)c1,1,-1.3,0.99,6%,4,·,8,1.3,91

# Other results:
SMILES,M1 ag,M1 antag,Fluor 339 460,NADH coupling,Hsp90 inh,D1 mod,Ec RNAP inh,5HT1a ag,Her2 expr inh
Cc1cc(C)cc(NC(=O)CSc2nnc(-c3ccccc3Br)o2)c1,-0.56,0.46,1.1,10%,-7,-0.21,-1,0.1,83
O=C(CCn1nnc2ccccc2c1=O)NCC1CCC(C(=O)O)CC1 (centres undefined),0.27,-0.11,1.1,5%,1,0.38,·,-3.2,86
C1CSC2(N1)C1CC3CC(C1)CC2C3 (centres undefined),-0.5,-0.42,1.1,8%,0,0.82,1,-4.2,111
O=C1OC(N2CCN(Cc3ccccc3)CC2)c2ccccc21 (centres undefined),-0.66,-0.56,1.1,8%,-4,0.12,·,-0.4,87
O=C(CN1CCOc2ccccc21)NCc1ccc(Cl)cc1,0.041,-0.013,1.1,9%,0,-1.1,2,-1.2,99
O=C(NC1CCCCC1)C1CCN(C(=O)NCc2ccccc2)CC1,-0.21,-1.4*,1.1,7%,-3,0.1,3,-2.7,113
CC(=O)Nc1ccc(NC(=O)c2ccco2)cc1,-0.67,0.2,1,1%,-1,-0.77,1,-4.8,131
O=C(Nc1ccccc1)N1CC=C(c2ccc(F)cc2)CC1,5.4*,-3.2*,1.1,2%,-6,-0.58,5,0.2,80
CC1CN(Cc2nc3c(c(=O)[nH]c(=O)n3C)n2CCN2CCOCC2)CC(C)O1 (centres undefined),-0.67,-0.25,1.2,1%,-3,·,3,-2.4,96
O=C(Nc1cccc2nsnc12)c1ccc2c(c1)OCCO2,0.86,-0.47,1.8,10%,-4,·,14,1.5,101
COC(=O)C1=C(C)NC(=O)CC1c1ccc(C(=O)OC)cc1 (centres undefined),-0.0005,-0.28,1.1,3%,0,-0.8,8,-3.0,114
CC(=O)Nc1cccc(NC(=O)C2CC(=O)N(c3ccc(C)cc3)C2)c1 (centres undefined),3.1*,0.85,1.1,4%,-1,-0.028,6,-3.1,98
COc1ccccc1NC(=O)CN(c1ccccc1F)S(C)(=O)=O,0.029,-0.0083,1.1,0%,-2,-0.41,3,1.0,94
Cc1cc(/C(=N/O)C(C)(C)NO)ccc1Cl,-0.17,-0.76,0.95,5%,0,-0.68,4,-2.5,83
CC(C)CNC(=O)c1cccc(NC(=O)C2CCCO2)c1 (centres undefined),·,·,1.1,3%,-6,-0.73,-3,-2.0,107
CCn1c2ccccc2c2nnc(SCC(=O)Nc3cc(C)on3)nc21,0.4,0.17,0.97,8%,2,0.27,10,-1.1,160
Cc1ccc2nc3c(cc2c1)CN(Cc1ccco1)C(=NCC1CCCO1)S3 (centres undefined),-0.5,0.014,1.1,2%,-1,2.4,6,-2.4,56
O=C(Cn1c(=O)oc2ccccc21)N1CCN(c2ccccc2)CC1,0.38,-0.28,1,2%,0,·,7,4.3,98
CC12CN3CC(C)(CN(C1)C3c1ccc(Cl)cc1Cl)C2O (centres undefined),-0.39,0.085,1.1,2%,-4,·,2,0.0,107
COC(=O)c1ccc(NC(=O)c2ccc(CN3CCOCC3)cc2)cc1,-1.4,-1.3,1.1,10%,-1,-1.2,-7,-0.7,82
COc1cc(C(c2nnnn2C(C)(C)C)N2CCN(C)CC2)cc(OC)c1OC (centres undefined),-0.52,-0.95,1,8%,3,-0.054,2,-0.1,116
Cc1cc(Cl)cc(C)c1OCC(=O)O,0.87,-0.28,1.1,4%,·,·,5,-0.9,102
O=C(c1ccc(=O)[nH]c1)N(Cc1ccco1)C1(C(=O)NC2CCCC2)CCCCC1,0.031,-0.4,0.96,2%,-6,-0.71,10,-0.3,117
O=C(OCc1nnc(-c2ccccc2)o1)c1ccco1,-0.032,-0.0037,1.1,6%,-5,-0.097,2,-0.5,80
O=C1CSC(c2ccco2)N1 (centres undefined),0.38,-0.25,1.1,1%,-1,-0.38,10,-0.4,73
c1ccc(-n2nnnc2NCCc2c[nH]c3ccccc23)cc1,5.8*,-0.46,1.1,1%,-2,-0.32,4,-3.0,106
O=C(Nn1cnnc1)c1cc2cc(Br)ccc2oc1=O,-0.29,-0.0055,1.2,9%,-13,-0.067,·,-4.3,68
CCN1C(=O)c2ccc(C(=O)NCc3ccccc3)cc2C1=O,2.1,-0.3,1.1,6%,-2,0.058,1,0.4,69
CCOC(=O)c1csc(NC(=O)CSc2nnnn2-c2ccc(OC)cc2)n1,0.93,0.31,1.1,9%,1,-0.34,6,-0.8,122
CC1(C)CC(NC(=O)CCC2CCCC2)CC(C)(C)N1,-0.74,0.13,1.1,2%,-4,·,-1,-1.9,97
CCCc1[nH]nc2c1C(/C(C)=C/c1ccccc1)C(C#N)=C(N)O2 (centres undefined),0.087,-0.58,1.1,8%,-2,-0.92,7,-4.4,79
CCN1CCc2c(C#N)c(N3CCOCC3)nc(NCCO)c2C1,0.47,0.44,1.7,9%,-10,·,5,-0.8,112
CC(=O)Nc1ccc(S(=O)(=O)N2CCN(CCC#N)CC2)cc1,-0.14,0.68,1.1,0%,-3,-0.043,9,-2.5,81
O=C(CCCn1c(=O)[nH]c2cc(Cl)ccc2c1=O)NCCCN1CCCC1=O,0.45,-0.058,1,2%,3,0.06,11,-1.2,60
O=C1CC(N(Cc2ccc3c(c2)OCO3)C(=O)Nc2ccc(F)cc2)C(=O)N1c1ccccc1 (centres undefined),-0.38,-0.94,1.1,8%,1,-0.49,2,-1.4,72
CCOc1ccc2nc(SCC(=O)NCc3ccco3)sc2c1,-0.79,-0.002,1.4,10%,-3,-0.068,4,-2.4,94
COc1cc(OC)c(NC2c3ccccc3C(=O)N2c2cc(C)ccn2)cc1Cl (centres undefined),-0.66,0.19,1.1,3%,10,0.022,-4,1.9,107
CC(C)(C)OC(=O)N[C@@H](Cc1ccccc1)c1nnc(SCC(=O)O)o1,0.33,-1.3,1.1,5%,0,0.006,5,-1.7,65
Cc1nc(NC2=NCN(CC3CCCO3)CN2)nc2ccccc12 (centres undefined),-0.2,-8.9*,1,3%,-5,-0.07,6,2.1,103
CCn1c(SCC(=O)Nc2cc(C)on2)nnc1-c1cccnc1,0.2,-0.7,1.1,8%,0,-1.1,5,1.2,247
O=C(NC(Nc1ncccn1)C(=O)c1ccccc1)c1ccccc1 (centres undefined),1.9,-1.4,1.1,3%,6,-0.017,8,-2.7,102
CC(=O)C1=C(O)C(=O)N(Cc2ccccc2)C1c1cccs1 (centres undefined),1,-0.37,1.1,10%,-4,-0.44,3,-2.5,74
C=CCSC1=N/C(=C\C=C\c2ccco2)C(=O)S1,-0.43,-0.043,1.1,0%,-9,0.31,·,-0.6,2.1*
Cc1cc(=O)[nH]c(SCC(=O)Nc2ccc(Br)cn2)n1,·,·,1.1,5%,-8,0.0012,0,-5.3,93
CCOC(=O)c1cn(CC(=O)Nc2ccc(CC)cc2)nn1,-1.2,-0.36,1.1,3%,-4,-0.081,-1,-3.4,96

# Single records (already shown). Order of screens: M1 ag	M1 antag	Fluor 339 460	NADH coupling	Hsp90 inh	D1 mod	Ec RNAP inh	5HT1a ag	Her2 expr inh
# Profile of `O=C1CC(N(Cc2ccc3c(c2)OCO3)C(=O)Nc2ccc(F)cc2)C(=O)N1c1ccccc1` (centres undefined) : -0.38	-0.94	1.1	8%	1	-0.49	2	-1.4	72
# Profile of `Cc1cc(=O)[nH]c(SCC(=O)Nc2ccc(Br)cn2)n1` : ·	·	1.1	5%	-8	0.0012	0	-5.3	93
# Profile of `CC(=O)Nc1ccc(S(=O)(=O)N2CCN(CCC#N)CC2)cc1` : -0.14	0.68	1.1	0%	-3	-0.043	9	-2.5	81

# More structures
SMILES,M1 ag,M1 antag,Fluor 339 460,NADH coupling,Hsp90 inh,D1 mod,Ec RNAP inh,5HT1a ag,Her2 expr inh
Cc1nnc(Nc2ccc(C(=O)N3CCOCC3)cc2)c2ccccc12,0.042,-1,1.1,10%,-3,-0.91,3,-0.5,128
C=C(C)CSc1nc2c(c(=O)[nH]c(=O)n2C)n1CCC(C)C,1,0.024,1.1,2%,-3,11*,-2,-0.6,97
O=C(Cc1ccccc1)Nc1ccc2oc(-c3cccnc3)nc2c1,0.24,-0.55,2.3*,1%[fluoresces],-2,0.57,1,-1.2,108
COC(=O)c1c(NC(=O)CSc2nnc(Cn3nnc4ccccc43)n2C)sc(C)c1C,1.3,-2.4*,1.1,8%,-2,-0.053,4,5.4,99
Cc1ccc(C2c3c(oc4ccc(Cl)cc4c3=O)C(=O)N2CCCN2CCOCC2)o1 (centres undefined),-1.4,-0.52,1.2,5%,-9,0.027,9,-3.0,74
COc1ccc2[nH]c(=O)c(CN(C(=O)c3cccnc3)c3ccccc3OC)cc2c1,-1.8,0.023,2,9%,0,0.65,2,-0.3,74
CSc1ccc(S(=O)(=O)NC2CCCCCC2)cc1,0.66,-1.1,1.1,4%,-6,-0.13,2,2.5,·
Fc1ccc(F)c(CN2CCN(c3ncccn3)CC2)c1,1.2,0.27,1.1,1%,0,-0.042,0,-1.6,140
